From PubChem
mcGAS RapidFire – inhibitors of mouse cGAS; recombinant mouse cGAS, cGAMP by RapidFire MS; inhibition, % at 12.5 µM; Q8C6L5; 130,000 compounds, 0.18% hits; AID 1259397;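 active means inhibition of cGAS enzyme activity at or above 60%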;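 further: enzyme stimulated by 45 bp dsDNA with ATP and GTP substrates; cGAMP share of summed cGAMP plus half ATP and half GTP signals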
Target sequence (Q8C6L5 whole entry, looked up): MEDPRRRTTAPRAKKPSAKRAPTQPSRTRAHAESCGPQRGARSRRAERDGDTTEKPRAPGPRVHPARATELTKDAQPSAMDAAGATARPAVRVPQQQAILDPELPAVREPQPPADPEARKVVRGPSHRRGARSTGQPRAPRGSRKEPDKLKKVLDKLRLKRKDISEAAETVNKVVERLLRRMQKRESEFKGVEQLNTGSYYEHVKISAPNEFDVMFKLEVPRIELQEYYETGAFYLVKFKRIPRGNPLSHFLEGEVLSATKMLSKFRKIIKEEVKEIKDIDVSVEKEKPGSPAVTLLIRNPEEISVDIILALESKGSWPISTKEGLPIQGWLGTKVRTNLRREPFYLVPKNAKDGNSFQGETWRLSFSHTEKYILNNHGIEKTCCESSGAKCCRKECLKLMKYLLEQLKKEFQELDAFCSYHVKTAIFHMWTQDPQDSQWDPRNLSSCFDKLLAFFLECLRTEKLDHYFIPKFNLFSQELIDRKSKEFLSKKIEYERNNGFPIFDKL
* hit, by the source's call; & = joins results of further samples. This is a subset; rates above refer to the full screens.

SMILES | mcGAS RapidFire
C=C(C)Cn1c(SCC)nc2c1c(=O)[nH]c(=O)n2C | -2.3
NC(=O)c1cnc2n1CCN(C(=O)COCC1CCCCO1)C2 (centres undefined) | -13.3
Cc1ccc(NC(=O)N(C)Cc2cccc(F)c2)c(Cl)c1 | -9.3
CCCN1CC(NC(=O)CSc2nnc(C)s2)CC1=O (centres undefined) | -6.2
CCOC(=O)C1(Cc2cccc(F)c2)CCN(Cc2cnc(C)s2)CC1 | 6.8
CC1CCCC(C)N1C(=O)CSCc1cc2ccccc2[nH]c1=O (centres undefined) | -2.9
Cc1ccc(CNC(=O)C2CCN(S(=O)(=O)c3cccs3)CC2)cc1F | -5.5
O=C(CCl)Nc1ccc(Cc2ccc(NC(=O)CCl)cc2)cc1 | -5.9
CS(=O)(=O)NCCC(=O)NCc1cccnc1Oc1ccccc1 | -9.7
CC(=O)Nc1ccc(Cl)c(C(=O)N2CCCC2c2nc(C(C)C)no2)c1 (centres undefined) | -2.6
Cc1cc(=O)n2[nH]c(C)c(-c3ccc(F)cc3)c2n1 | -44.3
CC(Sc1nncn1C)C(=O)Nc1sccc1C#N (centres undefined) | 3.7
COc1cccc(CCC2CCCN(C(=O)c3n[nH]c4c3CCC4)C2)c1 (centres undefined) | -4.0
O=C(C1CC2(CCNCC2)CN1)N1CCC(n2c(=O)[nH]c3ccccc32)CC1 (centres undefined) | -3.4
CCN1C(=O)C(=C2SC3CS(=O)(=O)CC3S2)SC1=S (centres undefined) | 46.6
COc1cc(C)ccc1S(=O)(=O)NC(=O)C1(C)CCN1C(=O)Cc1ccccc1Cl (centres undefined) | -8.4
CCN(CC)C(=O)C1(NCc2cn[nH]c2C)CCCCC1 | -7.9
CC(C)(C)c1ccc(NC(=O)NCc2nnnn2-c2ccc(Cl)cc2)cc1 | 6.0
CCc1[nH]nc2c1C1(c3ccccc3-c3ccccc31)C(C#N)C(=N)O2 (centres undefined) | -1.8
COCc1nc(N2CC(n3nc(C)cc3C)C2)c2cnn(C)c2n1 | -16.4
CN1CCN(c2nc3cc(C(F)(F)F)ccc3n3cccc23)CC1 | 10.9
CC1(C(=O)NS(=O)(=O)Cc2cccc(Cl)c2)CCN1C(=O)CC1CCCCC1 (centres undefined) | -11.0
Cc1ccccc1-c1nn2c(-c3cc(C(C)C)[nH]n3)nnc2s1 | -19.8
CC(C)C[C@H](NC(=O)c1cccc(C#N)c1)C(=O)N1CCC2(CC1)Nc1ccccc1S(=O)(=O)N2 | 1.2
Nc1nnc(C2CCCCC2)s1 | -6.5
Cc1ccc(-c2nc(CN3CCCC4(C3)CN(C)C(=O)O4)no2)cc1 (centres undefined) | -8.2
Cc1nnc(SCCn2c(N3CCN(C)CC3)nc3c2c(=O)[nH]c(=O)n3C)s1 | 5.3
CCOC(=O)C1(C)CCN1C(=O)c1ccc(OC)c(F)c1 (centres undefined) | -4.1
CC(C)c1ccc(CN2CCN(C3CS(=O)(=O)CC3O)CC2)cc1 (centres undefined) | -7.7
O=C(Nc1ccccc1Oc1cccnc1)C1CCCN(Cc2ccccc2O)C1 (centres undefined) | -4.4

Some values from the results shown.
Cc1ccc(-c2nc(CN3CCCC4(C3)CN(C)C(=O)O4)no2)cc1 (centres undefined) @ mcGAS RapidFire: -8.2
CCN(CC)C(=O)C1(NCc2cn[nH]c2C)CCCCC1 @ mcGAS RapidFire: -7.9

Rewritten field by field: part of the list above
smiles: CS(=O)(=O)NCCC(=O)NCc1cccnc1Oc1ccccc1
  mcGAS RapidFire: -9.7
smiles: CC(=O)Nc1ccc(Cl)c(C(=O)N2CCCC2c2nc(C(C)C)no2)c1 (centres undefined)
  mcGAS RapidFire: -2.6
smiles: Cc1cc(=O)n2[nH]c(C)c(-c3ccc(F)cc3)c2n1
  mcGAS RapidFire: -44.3
smiles: CC(Sc1nncn1C)C(=O)Nc1sccc1C#N (centres undefined)
  mcGAS RapidFire: 3.7

Next part
SMILES | mcGAS RapidFire
COC(=O)C1=C(O)/C(=C\c2ccc3c(c2)OCO3)SC1=Nc1ccccc1OC | 0.9
O=C1/C(=C/c2cccs2)C(c2cccs2)Oc2ccccc21 (centres undefined) | -8.3
CN1CCN(C(=O)c2cc(COc3ccc(-n4cncn4)cc3)on2)CC1c1ccccc1 (centres undefined) | -2.2
CCOCCOc1n[nH]c(-c2ccc(OC)cc2)n1 | -4.2
COC(=O)c1cc(NC(C)=O)ccc1O | -4.3
CS(=O)(=O)Cc1cccc(C(=O)Nc2ccc(Cl)cc2Cl)c1 | -5.4
CN(Cc1cccs1)Cc1cnc(S(C)(=O)=O)n1Cc1ccccc1F | 7.2
CCOC(=O)CNc1ncnc2c1nnn2C | -11.6
CC(C)CN1CCN(C(=O)C2CC(=O)Nc3ccccc32)CC1 (centres undefined) | 5.6
CCCc1cnc(-c2cccc3[nH]ccc23)nc1 | -9.2
CCn1cc(NC(=O)c2cccc(CN3CCCC3c3cc(C)no3)c2)nn1 (centres undefined) | -8.3
O=S(=O)(Nc1ccccc1Br)c1cccs1 | 7.1
CC1(C)Cc2c(sc(N=CN3CCCCC3)c2C#N)C(C)(C)N1 | -16.9
Cc1cc(C)n(-c2ccc(C(=O)NCc3n[nH]c4c3CCC4)cc2)n1 | -9.4
O=C(CSc1ccccn1)NC1CCCN(c2ccc(C(F)(F)F)cn2)C1 (centres undefined) | -7.1
Cn1c(Cn2nnc3ccccc3c2=O)cc(=O)n(C)c1=O | 5.2
CCc1nnc2n1N(C(C)=O)C(c1ccc(C(C)(C)C)cc1)=C(C(C)=O)S2 | -5.2
CC(N)=C(C#N)C(=O)COC(=O)c1cnc(C)cn1 | -5.3
O=C(CSc1ccccn1)NCc1cccnc1Oc1ccccc1 | -1.0
O=C(CC(c1ccccc1)c1ccccc1F)NCCc1cnc[nH]1 (centres undefined) | -4.0
COCc1ncc(CN2Cc3c(-c4cccc(C)c4)nc(N)nc3C2C)cn1 (centres undefined) | -6.5
O=C(CC1C(=O)NCCN1CCCc1ccccc1)NCCc1cnccn1 (centres undefined) | -10.6
Cc1ccsc1C(=O)OCc1nc2ccsc2c(=O)[nH]1 | -2.4
C/C(=N/NC(=O)COc1cc(C)cc(C)c1)c1ccc(NS(=O)(=O)c2ccccc2[N+](=O)[O-])cc1 | -6.8
CN1CCC(Cc2noc(-c3ccc(-c4ccn[nH]4)cc3)n2)CC1 | -10.1
O=C(NC1CCC(O)CC1)c1ccc2c(c1)S(=O)(=O)N=C1CCCCCN12 (centres undefined) | -30.0
Cc1c(COc2ccccc2)cccc1NC(=O)C1CC(=O)N(C)C1 (centres undefined) | -4.1&0.7
Cc1cccc(CC(=O)N2CCc3ccc(S(N)(=O)=O)cc32)c1 | -6.8
O=C(CSc1nnnn1Cc1cccs1)N(C1CCCC1)C1CCS(=O)(=O)C1 (centres undefined) | -5.8
Cc1csc2nc(CSc3nnnn3C3CCCC3)cc(=O)n12 | -4.6
COc1c(F)cccc1C(=O)N1CCC(CO)(CCOc2ccccc2)CC1 | -15.2
CS(=O)(=O)N1CCC(C(=O)N2CCN(CCc3nc(-c4cccs4)cs3)CC2)CC1 | -0.3
CC(=O)Nc1nc(C(=O)N2CCCCCc3ccccc32)cs1 | -16.0
Cc1nn(C)c(C)c1CC(C)NC(=O)Nc1cccc(S(C)=O)c1 (centres undefined) | -7.3
O=C(Cc1ccc(N2CCCC2=O)cc1)NCC1(c2ccccc2)CCCCC1 | 1.7
COc1cccc(C(=O)N2CCCC(CCC(=O)N3CCN(c4ccccn4)CC3)C2)c1 (centres undefined) | -3.2
CC(C(=O)NCCCn1cncn1)n1cnc2ccccc21 (centres undefined) | -13.2
O=c1cccnn1CCNS(=O)(=O)c1cccc(C(F)(F)F)c1 | -3.1
O=C(c1ccccc1S(=O)(=O)Cc1ccccc1)N1CCn2cncc2C1 | -6.1
CC1(C)CC2(CCO1)C(Nc1ccccc1)=NC(=S)N2CC#N (centres undefined) | 1.2
CC1=NN(CC(=O)NCCc2nc(C)c(C)s2)CC1 | -11.8
O=C(Nc1n[nH]c(=S)s1)c1cccs1 | 76.5*
CCCCc1[nH]nc2c1C1(CCN(CC)CC1)C(C#N)C(=N)O2 (centres undefined) | -17.9
CN1CC2(CCN(C(=O)CCn3nnc(-c4ccccc4)n3)C2)OC1=O (centres undefined) | -10.8
CC(=O)OCC(=O)C12OC3(CCCC3)OC1CC1C3CCC4=CC(=O)C=CC4(C)C3(F)C(O)CC12C (centres undefined) | 7.2
CC1CCCCC12NC(=O)N(CC(=O)Nc1ccc(NC(=O)C3CC3)cc1)C2=O (centres undefined) | -5.4
N#CCOc1ccc(/C=C/C(=O)Oc2ccc(CC3COC(=O)N3)cc2)cc1 (centres undefined) | -4.2
COCCN(Cc1nc(-c2ccc(OC)c(C)c2OC)oc1C)C(C)C | 7.9
NC(c1ccccc1)C1CCCCC1 (centres undefined) | -1.9
O=S1(=O)CCN2C(c3ccc(Br)cc3)=CSC2=N1 | -0.6
O=C(CNCCc1ccc(O)cc1)Nc1ccc(Cl)cc1F | -3.9
Cc1cc(C(=O)N2CCC(CCC(=O)NC3CCN(Cc4ccccc4)C3)CC2)n[nH]1 (centres undefined) | -7.2
Cc1cc(=O)[nH]c(NNC2=NCCCCC2)n1 | 47.6
O=S(=O)(c1ccc(Sc2nnnn2C2CCCC2)nc1)N1CCOCC1 | -9.9&1.5
CCN1CCN(C(=O)c2ccc(OCC3CC3)nc2)c2ccccc21 | -1.4
Cc1ccc(Cn2cc(C(=O)Nc3ccc(F)c(F)c3)ccc2=O)cc1 | -7.0
Cc1cc(OCC2CN(C(=O)C(C)Oc3cccc(Cl)c3)CCO2)ccc1Cl (centres undefined) | -2.8
CC(OC(=O)C1=COCCO1)C(=O)NC1CCCC(C)C1C (centres undefined) | -0.4
COC(=O)c1ccc2c(=O)[nH]c(CN3CCc4sccc4C3C)nc2c1 (centres undefined) | -7.2
CN(C)c1nc2c(c(=O)n(C)c(=O)n2C)n1C | -6.4

The list goes on.
SMILES | mcGAS RapidFire
Cc1ccccc1CC(=O)NCc1ccc(C#N)cc1 | -7.6
COC1(OC)c2nonc2CCC1O (centres undefined) | -5.5
COc1ccccc1/C=C/C=C1\N=C(c2cccc(C)c2)OC1=O | -3.0
O=C(CNC(=O)c1cc2c(s1)CCCC2)NCc1ccsc1 | -52.8
CC(NC(=O)CSCc1cc2c(cc1Br)OCO2)c1ccc(Cl)cc1 (centres undefined) | -7.8
CC(=O)Nc1ccc(CN2C(=O)CON=C2Cc2ccccc2)cc1 | 2.3
Cc1cc(C)c2c(CC(N)=O)coc2c1C | 4.6
CCOc1ccc(OCCNC(=O)Cc2c(C)nc3nc(N)nn3c2C)cc1 | -1.2
CC(C)(C)NCC(=O)C(C)(C)C | -14.0
O=C(Nc1cnc2sccn2c1=O)c1ccccc1Cl | 1.7
O=C1Nc2ccccc2/C1=N/n1cnc2ccccc21 | -10.6
C=CCNc1nnc(Cc2ccc(C(C)C)cc2)c(=O)[nH]1 | -8.3
CCc1nc2c(n1O)CCc1nonc1-2 | -10.2
COC(=O)c1ccc(CN2CCN(c3cc(OC)ccc3OC)C(=O)C2C)cc1 (centres undefined) | -5.4
CC(=O)N1CCN(CCNC(=O)/C=C/c2ccc(N(C)C)cc2)CC1 | -19.3
COc1cc(CC2CN(C(=O)C(C)(C)c3ccc(F)cc3)C2)cc(OC)c1 | -4.3
O=C1N(Cc2cccc(Cl)c2)C[C@@H]2C[C@@H](c3cccc4ncccc34)N3CCC[C@@]123 | -7.1
CC(C)(C)NC(=O)CSc1ccc(S(=O)(=O)N2CCCCCC2)cn1 | -10.2
CCS(=O)(=O)NCCN1c2ccccc2OCC1C (centres undefined) | -3.5
Cc1cc(C(=O)Cn2cnc3sccc3c2=O)c(C)n1Cc1cccs1 | -12.2
Cc1cccc(NC(=O)c2cc(C(F)(F)F)cc(C(F)(F)F)c2)c1C(N)=O | -0.9
Cc1noc(C)c1CN(C)Cc1ccc2cccc(O)c2n1 | -4.7
CCC(CC)(CC(=O)OC)NCc1ccc(F)cc1 | 3.2
Cc1cc(C)n(CC(=O)Nc2cc(F)cc(F)c2)c(=O)c1C(N)=O | -5.1
CC(Cc1cccnc1)NC(=O)c1cccc(OC2CCN(C(=O)C3CC3)CC2)c1 (centres undefined) | 2.4
Clc1ncnc2nc3n(c12)CCCCC3 | 4.3
COc1ccc(C(C)=O)cc1CN1C(=O)C(C)Sc2ccc(C(C)=O)cc21 (centres undefined) | 1.9
CN(C(=O)CN1CCCC1Cc1cccc(F)c1)c1nccs1 (centres undefined) | -5.6
CS(=O)(=O)Nc1cccc(NC(=O)c2csc(-c3cc4ccccc4[nH]3)n2)c1 | -2.4
CC(C)c1cc(C(=O)NCc2cccnc2N2CCc3ccccc3C2)n[nH]1 | -28.2
OCC1CCCN(Cc2cc(Br)cc3c2OC(c2ccccc2)OC3)C1 (centres undefined) | -4.4
Cc1cc(O)c(C(c2ccccc2)N2CCN(CCO)CC2)c(=O)n1Cc1ccccc1 (centres undefined) | 23.2
Clc1ccc(-c2nccn2-c2ccc3n[nH]nc3c2)cc1 | -13.9
CCN(CC)c1ccc(C2C(C(=O)OC)=C(C)NC3=C2C(=O)CC(c2ccccc2)C3)cc1 (centres undefined) | -5.3
Cc1cccnc1NCCNC(=O)C1=NNC(=O)CC1 | -5.1
Cc1cc(C)c(C#N)c(SCCC#N)n1 | -5.8
CCC1=NN(C(=O)c2ccccc2O)C(O)(C(F)(F)F)C1 (centres undefined) | 2.2
Cc1c(C(=O)NN2CC(=O)C(c3ccccc3)C2=N)nc2ccccn12 (centres undefined) | 5.4
COc1ccc(NC2CCCN(C(=O)/C=C/c3cccc(Cl)c3)C2)cc1OC (centres undefined) | -3.6
COc1cc(F)c(NC(=O)COCc2ccccc2)cc1OC | -11.1
Cc1cc(C)n(C)c(=O)c1C(=O)NCCOc1ccccc1F | -16.1
Cc1cc2n(nc1C)c1ccccc1[n+]2Cc1ccc(C(=O)O)cc1 | -1.1
